SRC1 inh: inhibitors of human steroid receptor coactivator 1 (SRC1); 360,000 tested, 0.12% active; HEK293 GAL4-SRC1 luciferase reporter, luminescence; inhibition, % at 3.6 µM; Q15788;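 active = inhibition above the campaign mean plus 3 SD, with each screening campaign given its own cutoff, cut at about 60% in these data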;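 also: 0% = DMSO treated cells and 100% = gossypol at 36 µM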
TRAIL sens C8: sensitizes caspase-8 expressing cells to TRAIL; NB7+C8 cells + TRAIL, ATPlite viability luminescence; inhibition (viability loss, TRAIL sensitization), % at 10 µM; 360,000 tested, 1% active;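 active = compounds causing at least 50% loss of cell viability in the single-dose screen, relative to plate controls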
KKLEB cytotox: reduces viability of KKLEB cystic fibrosis airway cells; KKLEB CF airway cells viability, ATPlite luminescence, overnight; active compounds read low; cells stimulated with P. aeruginosa culture filtrate; activity change (cytotoxicity), % at 5 µM; 360,000 tested, 0.36% active; AID 602141;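 active = corrected activity change at or below -50% at 5 µM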
NR2F2 inh: blocks human COUP-TFII nuclear receptor; HEK293T NGFI-A luciferase reporter, luminescence; inhibition, % at 8.6 µM; 370,000 tested, 0.7% active; AID 686940;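 active = inhibition above a per-plate cutoff, mean inhibition of test wells between control levels plus 3 SD, cut at about 38% in these data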;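 also: cells cotransfected with COUP-TFII expression vector driving the NGFI-A reporter; 0% = median of COUP-TF2 test wells and 100% = reporter-only cells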
TWEAK-Fn14 inh: blocks TWEAK-Fn14 interaction in a reporter cell assay | TWEAK-stimulated Fn14 reporter cells, luciferase luminescence, 8 h | 360,000 tested, 2% active | inhibition, % at 10 µM; in the data active = inhibition above about 50%
SRC3 inh: inhibits human SRC3 coactivator; Q9Y6Q9; HEK293 GAL4-SRC3 luciferase reporter, luminescence; 360,000 tested, 0.17% active; inhibition, % at 3.6 µM; AID 588352;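 active = inhibition above a per-campaign cutoff, the mean of all compounds plus 3 SD, cut at about 60% in these data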;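 also: 0% = DMSO-treated cells and 100% = gossypol-treated cells at 36 µM; higher means less SRC3-driven luciferase light from the GAL4 reporter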
CF NFkB block: blocks PAF-induced NF-kB reporter in cystic fibrosis cells. KKLEB NF-kB-GFP reporter, GFP fluorescence overnight. inhibition, % at 5 µM. 360,000 tested, 0.86% active. AID 588850;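 active = at least 50% inhibition at 5 µM, scaled per plate between neutral and stimulator controls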;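 also: PAF is a Pseudomonas aeruginosa culture filtrate used as stimulus; plate controls were PAF-stimulated DMSO wells for no effect and unstimulated DMSO wells for full effect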
NCOA2 inhibitor: human SRC2 (NCOA2) inhibition. inhibition, % at 9 µM. HEK293 GAL4-SRC2 luciferase reporter, luminescence. 370,000 tested, 0.17% active;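 active = inhibition above the mean inhibition of all tested compounds plus 3 SD, set per campaign, cut at about 52% in these data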;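 also: 0% = DMSO treated cells and 100% = cells given Gossypol at 36 µM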
EBV LMP1 NFkB: Epstein-Barr LMP1 NF-kappaB reporter inhibition. LMP1-induced NF-kappaB luciferase reporter cells, luminescence. inhibition, % at 12.5 µM. 350,000 tested, 0.69% active. AID 504558; in the data active = inhibition above about 41%;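 also: 0% = neutral control wells and 100% = reference inhibitor control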
NR5A2 inv ag: inverse agonists of human LRH-1 (NR5A2); HEK293T StAR-luciferase reporter, LRH-1 transfected, 24 h; 360,000 tested, 0.13% active; inhibition, % at 3.6 µM; AID 602396;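 active = inhibition above the mean inhibition of all tested compounds plus 3 SD, cut at about 73% in these data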;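 also: 0% = DMSO wells and 100% = reporter-only cells lacking LRH-1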
TROY signal inh: blocks TROY-dependent signaling in reporter cells; 360,000 tested, 0.98% active; Q293 LMP1-TROYcd NF-kB luciferase reporter, 4 h; inhibition, % at 10 µM;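 active = compounds whose plate-normalised and pattern-corrected inhibition of the luciferase reporter signal at the single screening dose is 50% or more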
Numbers without * were called inactive. Hits appear at their usual frequency; any-hit rate near 4.2%.

Start of the listing, in advance, three compounds:
Results follow in this order: SRC1 inh, TRAIL sens C8, KKLEB cytotox, NR2F2 inh, TWEAK-Fn14 inh, SRC3 inh, CF NFkB block, NCOA2 inhibitor, EBV LMP1 NFkB, NR5A2 inv ag, TROY signal inh
O=S(=O)(NCC(c1ccco1)N1CCN(c2ccccc2F)CC1)c1ccc2c(c1)OCCO2 (stereo not drawn)
→ -14, 8, 13, 14, 22, 7, -21, 7, 7, 9, 4
COc1ccc(S(=O)(=O)N2CCCCC2)cc1NC(=O)C1CC(=O)N(c2ccc3c(c2)OCCO3)C1 (stereo not drawn)
→ 22, -2, 4, 1, 3, 1, 2, 14, -6, 9, -9
COc1cc(-c2cccc([C@H]3[C@@H]4C=CC[C@@H](C)[C@@H]4C(=O)N3Cc3ccccc3)c2)cc(OC)c1OC
→ -1, -3, -17, -9, 14, 18, 3, -27, 6, -12, 5

This part in full, previewed entries included:
Results follow in this order: SRC1 inh, TRAIL sens C8, KKLEB cytotox, NR2F2 inh, TWEAK-Fn14 inh, SRC3 inh, CF NFkB block, NCOA2 inhibitor, EBV LMP1 NFkB, NR5A2 inv ag, TROY signal inh
O=S(=O)(NCC(c1ccco1)N1CCN(c2ccccc2F)CC1)c1ccc2c(c1)OCCO2 (stereo not drawn)
→ -14, 8, 13, 14, 22, 7, -21, 7, 7, 9, 4
COc1ccc(S(=O)(=O)N2CCCCC2)cc1NC(=O)C1CC(=O)N(c2ccc3c(c2)OCCO3)C1 (stereo not drawn)
→ 22, -2, 4, 1, 3, 1, 2, 14, -6, 9, -9
COc1cc(-c2cccc([C@H]3[C@@H]4C=CC[C@@H](C)[C@@H]4C(=O)N3Cc3ccccc3)c2)cc(OC)c1OC
→ -1, -3, -17, -9, 14, 18, 3, -27, 6, -12, 5
Cc1ccc(-c2csc(=Nc3cccnc3)n2CCCn2ccnc2)cc1C
→ 63*, 31, -6, 55*, 84*, 56, 75*, 62*, 47*, 16, 51*
O=C(Nc1ccc(Cl)c([N+](=O)[O-])c1)ONC1=NCCCCC1
→ 8, 7, -2, 3, -3, 4, 8, -15, -5, 12, -4
CCC(NC(=O)NC1CCCCC1)c1ccccc1 (stereo not drawn)
→ 25, -1, -9, -9, -4, -1, 15, 21, 3, 9, -2
Cc1ccc(S(=O)(=O)N(CC(=O)Nc2cccc(C(F)(F)F)c2)C(=O)N2CCN(C)CC2)cc1
→ 3, -5, 2, -7, -10, 5, -27, 2, 3, -33, -4
CCN(CC)c1nc2n(c(=S)n1)CCS2
→ -25, 4, -6, -7, -9, -12, 20, -5, -7, -27, 6
CS(=O)(=O)Nc1ccc(-c2ccc(/C=C3\SC(N)=NC3=O)o2)cc1
→ -2, 11, -3, 7, -12, -11, -17, -22, -7, 17, 2
Cc1ccsc1CN(C)Cc1nc(C2CC2)no1
→ 3, -5, -6, -12, -4, -8, -5, 10, -2, -3, 3
CC(C)Cc1nnc(NC(=O)C2CCN(C(=O)c3ccc(Cl)cc3)CC2)s1
→ -21, 19, 6, -3, 0, -5, 18, -28, 6, -8, -22
O=C(Nc1cccc(NC(=O)C2CCCO2)c1)C1CCCO1 (stereo not drawn)
→ 3, 23, -15, -13, -9, 27, 16, -12, -5, 9, -3
Cc1cc(SCC(=O)Nc2ccccc2)nc(C)n1
→ -7, -12, -6, 1, -7, -5, 1, -6, 5, -2, 5
CCOC(=O)C[C@H]1c2ccccc2S(=O)(=O)N1C1CC1
→ 6, 2, -8, 6, 3, -12, -12, -7, 2, -9, -8
O=[N+]([O-])c1ccc(O)c(/C=N/Nc2ncnc3c2cnn3-c2ccccc2)c1
→ 0, 37, -17, -15, 40, 14, 34, -35, 47*, 2, 7

The list continues:
Screens by letter – A = SRC1 inh; B = TRAIL sens C8; C = KKLEB cytotox; D = NR2F2 inh; E = TWEAK-Fn14 inh; F = SRC3 inh; G = CF NFkB block; H = NCOA2 inhibitor; I = EBV LMP1 NFkB; J = NR5A2 inv ag; K = TROY signal inh
> CC(=O)N1CCN(c2ccc(NC(=O)c3ccccc3)cc2)CC1
  A: -56	B: -10	C: 3	D: -8	E: -13	F: -44	G: 4	H: -33	I: -6	J: -30	K: -24

> CC(C)CCNc1nc2c(c(=O)n(Cc3cccc(F)c3)c(=O)n2C)n1C
  A: 4	B: -4	C: -19	D: 22	E: 40	F: 27	G: 3	H: 4	I: 4	J: 6	K: 24

> Cc1ccc(N/N=C2\CCS(=O)(=O)c3sccc32)cc1
  A: -13	B: 1	C: 5	D: -9	E: -2	F: -41	G: -17	H: -14	I: -12	J: -17	K: -54

> O=C(CN1CCN(Cc2ccccc2)CC1)N/N=C/c1ccccc1F
  A: -2	B: -6	C: -5	D: -1	E: -36	F: 10	G: -8	H: -29	I: 10	J: 12	K: -70

> CN1CCN(C(=S)c2cn(Cc3ccccc3)c3ccccc23)CC1
  A: 2	B: -5	C: 20	D: 3	E: 2	F: 8	G: 3	H: -11	I: -4	J: -8	K: -3

> CC(C)[C@H](NS(=O)(=O)c1cccc(Cl)c1)C(=O)OCC(=O)N1CCN(c2ccccc2)CC1
  A: -6	B: 3	C: 2	D: 3	E: 20	F: 2	G: 0	H: 17	I: 1	J: 26	K: 15

> Cc1ccc(NC(=S)N(Cc2ccco2)C(C)c2cccs2)cc1 (stereo not drawn)
  A: -2	B: 12	C: -3	D: -7	E: 8	F: -5	G: -2	H: -20	I: -1	J: 18	K: 2

Sorted by number of heavy atoms (descending): part of the list above.
Screens by letter – A = SRC1 inh; B = TRAIL sens C8; C = KKLEB cytotox; D = NR2F2 inh; E = TWEAK-Fn14 inh; F = SRC3 inh; G = CF NFkB block; H = NCOA2 inhibitor; I = EBV LMP1 NFkB; J = NR5A2 inv ag; K = TROY signal inh
> Cc1ccc(S(=O)(=O)N(CC(=O)Nc2cccc(C(F)(F)F)c2)C(=O)N2CCN(C)CC2)cc1
  A: 3	B: -5	C: 2	D: -7	E: -10	F: 5	G: -27	H: 2	I: 3	J: -33	K: -4

> CS(=O)(=O)Nc1ccc(-c2ccc(/C=C3\SC(N)=NC3=O)o2)cc1
  A: -2	B: 11	C: -3	D: 7	E: -12	F: -11	G: -17	H: -22	I: -7	J: 17	K: 2

> Cc1ccc(N/N=C2\CCS(=O)(=O)c3sccc32)cc1
  A: -13	B: 1	C: 5	D: -9	E: -2	F: -41	G: -17	H: -14	I: -12	J: -17	K: -54
